Diaphorase act: compounds boosting diaphorase resazurin reduction – biochemical, uHTS, resorufin fluorescence, counter-screen for diaphorase-coupled primary assays, primary screen; Diaphorase/resazurin coupled assay, 16 min; hits give high values; 1 = vehicle wells, 0 = NADH-free wells; activation factor at 20 µM; 190,000 tested, 0.005% active;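 active means diaphorase activity raised at least twofold by the compound at 20 µM; inactive means activation factor below 2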
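Material: Purified diaphorase enzyme from Clostridium kluyveri | Buffer or medium: 50 mM HEPES pH 7.4 with 4.542 mM MgCl2, 0.005% Tween 20 | Times: 16 min enzyme reaction, ambient temperature | Signal: Red resorufin fluorescence at 544/590 nm excitation/emission | Measure: Increased resorufin signal from activators or reducing compounds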
S1P3 antagonist: S1P3 receptor antagonists, primary screen, cell-based | Sphingosine 1-phosphate receptor 3 (Homo sapiens), Q99500 | CHO S1P3 NFAT-BLA reporter, FRET fluorescence, antagonist mode | inhibition, % at 4.98 µM | 170,000 tested, 0.27% active;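 active means inhibition above the plate cutoff, the mean inhibition of test wells on that plate plus 3 SD, cut at about 28% in these data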;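 further: cells challenged with S1P at its EC80 of 0.8 µM; blue over green emission ratio from cleaved BLA substrate after 4 h stimulation; 0% = S1P-stimulated wells and 100% = unstimulated DMSO-only wells; some compounds past the cut are filed as inactive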
Target sequence (Q99500 whole entry, looked up): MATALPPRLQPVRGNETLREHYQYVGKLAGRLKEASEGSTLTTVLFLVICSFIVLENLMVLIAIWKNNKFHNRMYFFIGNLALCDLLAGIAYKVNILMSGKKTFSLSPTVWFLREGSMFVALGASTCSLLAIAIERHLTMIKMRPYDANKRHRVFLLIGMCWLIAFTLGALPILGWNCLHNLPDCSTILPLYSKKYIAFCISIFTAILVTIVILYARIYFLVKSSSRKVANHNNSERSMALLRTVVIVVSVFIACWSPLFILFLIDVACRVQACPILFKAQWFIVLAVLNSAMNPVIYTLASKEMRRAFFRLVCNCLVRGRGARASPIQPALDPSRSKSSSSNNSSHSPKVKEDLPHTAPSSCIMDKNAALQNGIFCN
G6PDH counter: L. mesenteroides G6PDH inhibitors, counter-screen for G6PDH-coupled screening assays, biochemical, Leuconostoc mesenteroides enzyme; AID 1020, 2008; inhibition, % at 5 µM; Purified L. mesenteroides G6PDH, diaphorase/resazurin coupled fluorescence, 45 min; 200,000 tested, 0.12% active; glucose-6-phosphate dehydrogenase [Leuconostoc mesenteroides]; in the data active means inhibition above about 50%
PMI activator: activators of human PMI, primary screen, biochemical, fluorescence intensity, near-Km mannose 6-phosphate; Mannose-6-phosphate isomerase (Homo sapiens), P34949; purified human PMI, coupled resazurin fluorescence, 20 min; hits give high values; 1 = vehicle control, 0 substrate-free wells; activation factor at 20 µM; 190,000 tested, 0.005% active;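 active means activation factor of 2 or more at 20 µM, relative to plate controls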
SRC2 TRFRET art: TR-FRET signal artefacts, primary screen, artefact control for PPARgamma SRC-2 agonist project, biochemical | AID 1049, 2008 | 200,000 tested, 0.4% active | TR-FRET artefact counter-screen; hits give high values | TR-FRET ratio at 8 µM; in the data active means TR-FRET ratio above about 2000; further: inactives centre near 1500
PPARg SRC-1 ag: PPARgamma agonists recruiting SRC-1 coactivator, primary screen, biochemical | activation, % at 8 µM | 200,000 tested, 0.41% active | Peroxisome proliferator-activated receptor gamma (Homo sapiens), P37231 | PPARgamma-SRC-1 coactivator recruitment biochemical assay | AID 631, 2007; in the data active means activation above about 19%;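 further: 0% = DMSO and 100% = reference agonist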
ROMK mod: ROMK potassium channel modulators, primary screen, cell-based, thallium flux, MLSMR library; ATP-sensitive inward rectifier potassium channel 1 (Homo sapiens), P48048; Tet-inducible ROMK, thallium flux fluorescence; actives lie on both sides; B-score at 10 µM; 130,000 tested, 2% active;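 active means signal ratio slope over the read window, or its plate-corrected B-score, at least 3 SD from the plate mean, either direction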;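 further: B-score of the F/F0 ratio slope over 7 to 12 s after thallium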
Target sequence (P48048 whole entry, looked up): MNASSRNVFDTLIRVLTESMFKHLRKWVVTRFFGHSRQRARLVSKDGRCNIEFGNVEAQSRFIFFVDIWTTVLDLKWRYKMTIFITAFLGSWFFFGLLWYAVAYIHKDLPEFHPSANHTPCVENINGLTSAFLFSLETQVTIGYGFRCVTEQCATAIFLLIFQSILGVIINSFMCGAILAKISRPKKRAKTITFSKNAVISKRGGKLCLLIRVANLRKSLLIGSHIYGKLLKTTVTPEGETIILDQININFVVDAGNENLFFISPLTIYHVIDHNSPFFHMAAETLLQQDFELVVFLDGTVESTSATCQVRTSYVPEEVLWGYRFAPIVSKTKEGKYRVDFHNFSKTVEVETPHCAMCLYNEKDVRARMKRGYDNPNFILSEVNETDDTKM
PMI act hi M6P: human PMI activators, high substrate, primary screen, biochemical, fluorescence intensity, near-saturating mannose 6-phosphate | Mannose-6-phosphate isomerase (Homo sapiens), P34949 | AID 1216, 2008 | coupled PMI enzyme assay, resazurin fluorescence, 20 min; hits give high values; 1 = untreated enzyme, 0 = substrate-free blank | 190,000 tested, 0.34% active | activation factor at 20 µM;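 active means activation factor of 2 or more at 20 µM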
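Test system: human phosphomannose isomerase with PGI, G6PDH, diaphorase coupling enzymes; Amount: PMI at 15 ng/mL final; Reagent: Mannose-6-phosphate 1.0 mM (near-saturating) plus 0.22 mM NADP+; Timing: 20 min, room temperature; Technique: resorufin fluorescence at Ex 544/Em 590 nm; Dosing: 20 µM single dose.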
PPARg SRC2 recr: agonists of PPARg-SRC-2 recruitment, primary screen, biochemical, HTS. Peroxisome proliferator-activated receptor gamma (Homo sapiens), P37231. PPARgamma LBD-SRC-2 recruitment. activation, % at 8 µM. 200,000 tested, 0.34% active; in the data active means activation above about 22%;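 further: 0% = vehicle and 100% = reference agonist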
PPARg SRC-3 ag: PPARgamma agonists recruiting SRC-3 coactivator, primary screen, biochemical. Peroxisome proliferator-activated receptor gamma (Homo sapiens), P37231. biochemical PPARgamma/SRC-3 coactivator recruitment assay. activation, % at 8 µM. 200,000 tested, 0.26% active; in the data active means activation above about 23%;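 further: 0% = DMSO and 100% = reference agonist; some compounds past the cut are filed as inactive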
Diaph inh CS: diaphorase inhibitors and chemical oxidizers, primary screen, counter-screen for diaphorase-coupled primary assays, biochemical, uHTS, resorufin fluorescence | diaphorase resazurin-to-resorufin fluorescence, NADH, 16 min; bacterial (C. kluyveri) enzyme, not human | AID 1217, 2008 | 190,000 tested, 0.69% active | inhibition, % at 20 µM;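 active means primary screen inhibition at 20 µM above a set limit, cut at about 50% in these data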;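 further: plate controls were DMSO with full reaction for no effect and wells lacking NADH for full effect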
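Assay system: diaphorase enzyme from Clostridium kluyveri. Quantity: enzyme working solution with 0.14 U/mL diaphorase. Schedule: reaction incubation of 16 min at room temperature. Technique: resorufin fluorescence, excitation 544 nm, emission 590 nm. Controls: No-NADH positive control and DMSO neutral control.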
* marks the source's active call; other numbers are inactive results; . = no result given.

1) Cc1ccc(-n2c(C)cc(C(=O)CSc3nnnn3C)c2C)cc1
2) O=S(=O)(c1cccs1)N1CCN(c2ncccn2)CC1
3) CN(C)CCCNS(=O)(=O)c1ccc(Cl)s1
4) O=c1c(-c2ccc3c(c2)OCCO3)coc2c(CN3CCOCC3)c(O)ccc12
5) Cc1ccccc1OCC(=O)NC(=S)Nc1ccc2c3c(cccc13)CC2
6) COc1ccc(/C=C/C(=O)c2ccccn2)cc1
7) CCCCC(=O)c1c(O)c2ccccc2oc1=O
8) Nc1ccc2[nH]ncc2c1

screen / no.	1	2	3	4	5	6	7	8
PPARg SRC2 recr	2	-6	9	-1	11	-1	2	3
SRC2 TRFRET art	1441	1484	1664	1539	1639	1483	1515	1726
Diaphorase act	0.9	1	1	0.9	0.9	0.7	1	0.4
PPARg SRC-1 ag	-2	-10	7	-2	8	0	-3	11
PMI act hi M6P	1	1.1	0.9	0.8	1	0.5	1	0.5
Diaph inh CS	9	1	3	5	6	34	3	58*
ROMK mod	-0.037	.	0.91	0.015	.	0.19	.	.
G6PDH counter	-18	-2	10	0	3	9	1	45
PPARg SRC-3 ag	4	-10	4	-4	14	-2	-8	3
S1P3 antagonist	4	-2	-9	4	.	-18	2	-6
PMI activator	0.9	1	1	1	1	1.2	1	0.5

9) Cc1ccc(S(=O)(=O)N2CCN(C(C(=O)Nc3ccc(F)cc3)c3ccccc3)CC2)cc1 (stereo not given)
10) O=C(O)c1ccc(NCc2ccc3c(c2)OCO3)cc1
11) CCCSc1nnc(N2C(=O)CC(c3ccsc3)C3=C2CCCC3=O)s1 (stereo not given)
12) COc1ccc(OC)c(C2C(C#N)=C(N)Oc3c2c(C)nn3-c2ccc(C)cc2)c1 (stereo not given)
13) CCn1ncc(C2=NOC(C(=O)NCc3ccccc3)C2)c1C (stereo not given)
14) O=C(CCSc1nnc(-c2ccco2)o1)Nc1ccc(F)cc1
15) O=C(Nc1ccc(OC(F)(F)F)cc1)c1n[nH]c(Cn2cncn2)n1
16) O=C(Nc1ccccc1C(=O)OCn1nnc2ccccc2c1=O)c1ccco1

screen / no.	9	10	11	12	13	14	15	16
PPARg SRC2 recr	2	1	7	5	2	-1	2	-3
SRC2 TRFRET art	1642	1471	1529	1531	1601	1541	1737	1504
Diaphorase act	0.7	1	0.8	0.8	1	1.1	0.9	0.8
PPARg SRC-1 ag	-5	-1	2	-1	4	0	2	-2
PMI act hi M6P	0.9	1	0.9	1	1	1.1	1	1
Diaph inh CS	27	4	20	21	0	-7	10	18
ROMK mod	.	.	.	0.82	3.1*	-0.78	.	0.14
G6PDH counter	-11	0	2	-2	7	4	5	4
PPARg SRC-3 ag	2	1	1	20	0	0	3	1
S1P3 antagonist	4	-23	-26	6	43	-5	.	.
PMI activator	0.8	1	0.9	1	1	1.1	1	0.9

17) CCOC(=O)N1CCN(C2=NC3(CCCCC3)C(C#N)C(=O)N2)CC1 (stereo not given)
18) CCC(C)c1ccc(O)c(/C=N/O)c1 (stereo not given)
19) Cc1ccc2c(C)nc(/N=C(\N)NC(=O)N3c4ccccc4Sc4ccccc43)nc2c1
20) COCCNC(=O)NC12CC3CC(CC(C3)C1)C2
21) Cc1ccc(CNC(=O)COC(=O)c2c(C)noc2C)cc1
22) Cc1c(C#N)c2ncn(CC#N)c(=O)c2n1-c1ccccc1
23) Clc1ccccc1OCCN1CCCCC1
24) Cc1ccc(-n2nnnc2SCC(=O)NCCC2=CCCCC2)c(C)c1

screen / no.	17	18	19	20	21	22	23	24
PPARg SRC2 recr	-2	-1	4	-3	2	0	-4	2
SRC2 TRFRET art	1666	1450	1517	1309	1603	1741	1757	1549
Diaphorase act	0.9	0.8	0.9	0.9	0.9	0.9	0.9	0.7
PPARg SRC-1 ag	4	-8	1	4	2	15	-4	3
PMI act hi M6P	0.9	0.9	0.8	1	0.9	1	1	0.9
Diaph inh CS	11	16	14	6	10	8	9	25
ROMK mod	0.78	-0.46	1.4	0.54	.	.	.	.
G6PDH counter	-3	2	4	-1	-3	-4	-5	2
PPARg SRC-3 ag	-4	0	-5	1	0	5	4	7
S1P3 antagonist	-18	.	-13	1	14	.	-64	.
PMI activator	1	0.9	0.9	0.9	0.9	0.9	0.9	0.9

Arranged by value in S1P3 antagonist (rising): some entries from above
nr	canonical_smiles	PMI act hi M6P	ROMK mod	S1P3 antagonist	PMI activator
23	Clc1ccccc1OCCN1CCCCC1	1	.	-64	0.9
17	CCOC(=O)N1CCN(C2=NC3(CCCCC3)C(C#N)C(=O)N2)CC1 (stereo not given)	0.9	0.78	-18	1
20	COCCNC(=O)NC12CC3CC(CC(C3)C1)C2	1	0.54	1	0.9
21	Cc1ccc(CNC(=O)COC(=O)c2c(C)noc2C)cc1	0.9	.	14	0.9

Complete entries from above. Values in the order: PPARg SRC2 recr	SRC2 TRFRET art	Diaphorase act	PPARg SRC-1 ag	PMI act hi M6P	Diaph inh CS	ROMK mod	G6PDH counter	PPARg SRC-3 ag	S1P3 antagonist	PMI activator
CN(C)CCCNS(=O)(=O)c1ccc(Cl)s1 across the screens: 9	1664	1	7	0.9	3	0.91	10	4	-9	1
Cc1ccc(CNC(=O)COC(=O)c2c(C)noc2C)cc1 across the screens: 2	1603	0.9	2	0.9	10	.	-3	0	14	0.9

Other entries follow.
25) Cn1c(SCC(=O)NC2CCCC2)nc2cccnc21
26) Cc1ccc2[nH]c(=O)c(C(c3nnnn3CC3CCCO3)N3CCCc4ccccc43)cc2c1 (stereo not given)
27) Cc1nn(-c2ccccc2)c(Cl)c1/C=N/NS(=O)(=O)c1ccc(Br)cc1
28) CS(=O)(=O)N(CC(=O)NCc1ccccn1)c1ccc2c(c1)OCCO2
29) NS(=O)(=O)c1cc(C(=O)OCC(=O)Nc2ccccc2[N+](=O)[O-])ccc1Cl
30) Cc1ccc(C(=O)O)cc1-n1c(C)cc(C=O)c1C
31) CCC(c1nnnn1C(C)(C)CC)N(CCN1CCOCC1)Cc1cc2cc(C)ccc2[nH]c1=O (stereo not given)
32) COC(=O)c1ccc(CO/N=C/c2ccc(OC)cc2)o1

screen / no.	25	26	27	28	29	30	31	32
PPARg SRC2 recr	2	1	-2	4	6	4	1	4
SRC2 TRFRET art	1514	1537	1516	1548	1426	1686	1530	1539
Diaphorase act	1	0.2	0.7	0.9	0.9	0.9	0.9	0.9
PPARg SRC-1 ag	7	2	-4	2	-1	-9	-1	-2
PMI act hi M6P	1	1	0.9	1	0.9	0.9	1.2	1
Diaph inh CS	4	80*	31	6	12	9	13	8
ROMK mod	.	.	0.55	.	-0.63	0.79	-4.8*	.
G6PDH counter	4	14	0	2	-2	3	1	3
PPARg SRC-3 ag	1	0	-4	6	3	2	-1	-1
S1P3 antagonist	-9	-28	-13	0	-18	-18	.	4
PMI activator	1	0.7	0.9	1	1	0.9	1.1	0.9

33) CCn1c(SCC(=O)Nc2nc(-c3ccc(C)cc3)cs2)nnc1-c1ccccc1O
34) CN1CCC(=NNc2ncnc3sc4c(c23)CCCC4)CC1
35) Cc1nc(SCC(=O)NC(=O)NC(C)C)nc(C)c1C
36) COC(=O)C(NC(=O)c1ccccc1)=C(C)C
37) CC(=O)Nc1ccc(NC(=O)COC(=O)C2(c3ccc(Cl)cc3)CCCC2)cc1
38) N#Cc1cc2c([nH]c1=S)CCCCCC2
39) COc1cc(CNCCO)cc(Cl)c1OCc1ccccc1Cl
40) Cn1cnnc1SC(C(=O)Nc1cccc(C(F)(F)F)c1)c1ccccc1 (stereo not given)
41) COCCCNC(=O)c1ccc(N(C)S(C)(=O)=O)cc1

screen / no.	33	34	35	36	37	38	39	40	41
PPARg SRC2 recr	10	-1	3	-17	4	3	-2	-4	4
SRC2 TRFRET art	1522	1532	1715	1616	1576	1471	1484	1610	1500
Diaphorase act	0.8	0.9	1	0.9	0.8	0.9	1	1.1	1
PPARg SRC-1 ag	-1	-2	11	-3	-2	-3	5	-7	0
PMI act hi M6P	1	0.9	1.1	1	0.8	2.1*	1	1.1	1
Diaph inh CS	23	7	0	5	20	14	5	-8	2
ROMK mod	0.41	-0.96	1.9	0.79	0.62	.	.	-0.57	.
G6PDH counter	-68	-8	-4	-3	11	4	-2	8	-2
PPARg SRC-3 ag	-2	-2	0	-2	-3	-10	2	-4	-3
S1P3 antagonist	6	-1	-3	-11	12	5	-3	.	-6
PMI activator	0.9	0.9	1	1	0.7	1.3	1	1.1	1

Assay outcomes: PubChem BioAssay, several laboratories
